M1 PAM parental = nonselective calcium activators in parental CHO-K1 cells, primary screen, counter-screen for M1 PAM project, cell-based, Fluo-8 calcium fluorescence, full deck, 1536-well. ATP EC20; 0% at ATP EC20, 100% at ATP max. activation, % at 3 µM. 360,000 compounds, 0.02% hits. AID 602247, 2012;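 active = activation above the run cutoff, the mean activation of all test compounds plus 3 SD, cut at about 40% in these data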;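 also: peak over basal fluorescence ratio in a 140 s read after ATP addition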
CHO-K1 Ca antag = M1 antagonist counterscreen hit in parental CHO-K1 cells | inhibition, % at 3 µM | 360,000 compounds, 0.6% hits | ATP-induced calcium, Fluo-8 fluorescence;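 active = inhibition above a per-plate cutoff, the plate's mean sample inhibition plus 3 SD, cut at about 24% in these data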;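 also: 0% = DMSO plus EC80 ATP and 100% = DMSO alone without ATP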
CHRM4 PAM = human M4 muscarinic receptor positive allosteric modulators, primary screen, CHO-K1 cells, Fluo-8 calcium fluorescence; CHO-K1 hM4/Gqi5, ACh EC20; 0% = ACh EC20, 100% = maximal ACh; activation, % at 3 µM; 360,000 compounds, 0.4% hits;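 active = activation above its plate's cutoff, the mean activation of sample wells plus 3 SD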; also: some results filed as inactive read as strong as hits
Target sequence (P08173 whole entry, looked up): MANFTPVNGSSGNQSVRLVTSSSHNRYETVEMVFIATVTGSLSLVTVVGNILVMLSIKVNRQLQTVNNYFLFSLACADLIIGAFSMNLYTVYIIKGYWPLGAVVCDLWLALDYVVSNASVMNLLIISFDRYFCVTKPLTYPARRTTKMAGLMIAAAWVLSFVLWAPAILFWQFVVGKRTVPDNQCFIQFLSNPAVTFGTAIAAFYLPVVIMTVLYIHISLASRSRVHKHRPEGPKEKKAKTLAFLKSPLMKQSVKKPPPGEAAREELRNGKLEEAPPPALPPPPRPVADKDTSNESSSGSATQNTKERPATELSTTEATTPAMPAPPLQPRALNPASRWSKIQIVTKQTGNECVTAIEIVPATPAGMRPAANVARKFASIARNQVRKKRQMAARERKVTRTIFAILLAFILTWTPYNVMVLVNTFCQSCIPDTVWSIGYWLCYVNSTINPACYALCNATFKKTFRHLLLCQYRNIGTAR
M1 ag parental = counter-screen for M1 agonists: effect in parental CHO-K1 cells. AID 602248, 2012. activation, % at 3 µM. Fluo-8 calcium fluorescence; scaled to maximal ATP response, vehicle zero. 360,000 compounds, 0.48% hits; in the data active = activation above about 15%;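 also: untransfected CHO-K1 host cells lacking M1 receptor as counterscreen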
M4 antag = human M4 muscarinic receptor antagonists, primary screen, CHO cells, Fluo-8 calcium fluorescence; Muscarinic acetylcholine receptor M4 (Homo sapiens), P08173; CHO-hM4 cells, ACh EC80; inhibition, % at 3 µM; 360,000 compounds, 0.73% hits; AID 624125, 2012;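 active = inhibition above its plate's cutoff, the mean inhibition of sample wells plus 3 SD, cut at about 27% in these data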;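 also: 0% = acetylcholine EC80 with DMSO and 100% = DMSO without agonist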
CHRM5 PAM = human M5 muscarinic receptor positive allosteric modulators, primary screen, CHO-K1 cells, Fluo-8 calcium fluorescence; Muscarinic acetylcholine receptor M5 (Homo sapiens), P08912; CHO-K1 hM5, ACh EC20 PAM; 0% = ACh EC20, 100% = ACh EC100; activation, % at 3 µM; 360,000 compounds, 0.3% hits;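 active = activation above the run cutoff, the mean activation of all test compounds plus 3 SD, cut at about 18% in these data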
Target sequence (P08912 whole entry, looked up): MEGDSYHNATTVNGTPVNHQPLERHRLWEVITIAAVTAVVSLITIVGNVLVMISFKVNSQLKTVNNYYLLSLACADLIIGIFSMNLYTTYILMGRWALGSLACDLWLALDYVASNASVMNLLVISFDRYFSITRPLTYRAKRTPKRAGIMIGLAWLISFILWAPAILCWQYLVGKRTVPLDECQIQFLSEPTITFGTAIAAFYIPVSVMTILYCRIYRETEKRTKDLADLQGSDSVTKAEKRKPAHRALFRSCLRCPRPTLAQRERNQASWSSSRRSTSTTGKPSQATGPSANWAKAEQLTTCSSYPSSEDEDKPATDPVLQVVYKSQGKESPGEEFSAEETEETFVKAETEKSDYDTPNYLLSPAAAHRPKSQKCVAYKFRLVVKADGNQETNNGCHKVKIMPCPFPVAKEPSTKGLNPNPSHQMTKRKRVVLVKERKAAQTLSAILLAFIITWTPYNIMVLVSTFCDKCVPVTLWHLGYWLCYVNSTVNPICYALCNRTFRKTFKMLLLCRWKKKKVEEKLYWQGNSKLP
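Test system: CHO-K1 hM5 cells / Doses: single-point, 3 µM nominal / Times: Post-acetylcholine fluorescence recording 140 s / Technique: Fluo-8 calcium fluorescence / Measure: Max/basal fluorescence ratio as % of EC20–EC100 ACh window / Benchmarks: low control EC20 acetylcholine (0%), high control EC100 acetylcholine (100%) / Replicates: one well per compound, no replicates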
CHRM5 agonist = human M5 muscarinic receptor agonists, primary screen, CHO-K1 cells, Fluo-8 calcium fluorescence | Muscarinic acetylcholine receptor M5 (Homo sapiens), P08912 | CHO-K1 hM5 cells; 0% DMSO wells, 100% maximal acetylcholine response | activation, % at 3 µM | 360,000 compounds, 0.19% hits;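 active = activation above the run's mean over test compounds plus 3 SD, cut at about 23% in these data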;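 also: signal is peak over basal fluorescence ratio across the kinetic read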
M5 antag = human M5 muscarinic receptor antagonists, primary screen, CHO cells, Fluo-8 calcium fluorescence; inhibition, % at 3 µM; 360,000 compounds, 0.59% hits; CHO-hM5 cells, ACh EC80; Muscarinic acetylcholine receptor M5 (Homo sapiens), P08912;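 active = inhibition above a per-plate cutoff, the mean of that plate's test compounds plus 3 SD, cut at about 27% in these data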;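 also: 0% = acetylcholine EC80 with DMSO and 100% = DMSO without agonist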
CHRM4 agonist = human M4 muscarinic receptor agonists, primary screen, CHO-K1 cells, Fluo-8 calcium fluorescence; activation, % at 3 µM; CHO-K1 hM4/Gqi5; vehicle 0%, full acetylcholine response 100%; AID 624127, 2012; Muscarinic acetylcholine receptor M4 (Homo sapiens), P08173; 360,000 compounds, 0.14% hits;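 active = activation above the run mean over all test wells plus 3 SD, cut at about 32% in these data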;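 also: peak over basal fluorescence ratio per well then scaled between controls; 0% = DMSO wells and 100% = acetylcholine at EC100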
Starred values were filed as active, the others as inactive; & = joins results of further samples.

entry	molecule	M1 PAM parental	CHO-K1 Ca antag	CHRM4 PAM	M1 ag parental	M4 antag
1	COc1ccc(C)cc1NC(=O)c1ccc(S(=O)(=O)N2CCCCC2)cc1	-2	-15	-5	0.7	4
2	CCCn1c(=O)c2c(nc3n2CCCN3CCc2ccc(OC)c(OC)c2)n(C)c1=O	16	-9	-2	5.4	5
3	O=[N+]([O-])c1ccccc1S(=O)c1ccccc1[N+](=O)[O-]	15	-7	7	1.0	0
4	COc1ccc(C(=O)NC(=S)Nc2ccc3[nH]c(=O)[nH]c3c2)c(OC)c1	-12	-8	5	-0.5	-13
5	CN1CCN(/N=C/c2ccc(C#N)cc2)CC1	20	-1	-3	0.8	1
6	COc1ccccc1CNC(=O)N1CCN(c2ccccc2Cl)CC1	10	-5	4	1.4	-4
7	COCCn1c(Cc2cccn2C)nnc1SCC(=O)NCc1ccc2c(c1)OCO2	14	-9	3	0.3	5
8	O=C(CSc1nnc(-c2ccccc2F)n1C1CC1)Nc1ccc2[nH]c(=O)[nH]c2c1	3	-6	6	0.6	-10
9	COC(=O)CSc1nnc(CNS(=O)(=O)c2ccc(C)cc2)n1C	13	-4	-1	0.3	-8
10	CC(C)CCN1CC(C(=O)NCc2ccccc2)CC1=O (centres undefined)	19	-17	2	0.9	-1
11	COc1cccc2sc(N(CCCN(C)C)C(=O)CCS(=O)(=O)c3ccccc3)nc12	-3	0	-5	0.8	-9
12	CS(=O)(=O)c1ccc2nc(NC(=O)Nc3ccc(Cl)c(Cl)c3)sc2c1	-1	3	8	0.8	-13
13	C=CCn1c(SCC(=O)c2ccc(Cl)cc2)nnc1-c1ccc2c(c1)OCO2	1	-6	-11	9.4	-15
14	O=C(Nc1ccccc1-c1nc2ccccc2[nH]1)c1ccc(N2C(=O)CCC2=O)cc1	-12	10	-4	1.8	5
15	CC(C)C[C@@H]1NC(=O)N(CCCn2ccnc2)C1=O	-25	7	4	0.4	8

entry	CHRM5 PAM	CHRM5 agonist	M5 antag	CHRM4 agonist
1	-4	-2	9	5
2	-4	1	8	9
3	-1	2	-3	2
4	-1	-3	-3	0
5	5	-2	-2	2
6	-1	-5	10	0
7	-7	-1	11	1
8	2	-6	1	1
9	-3	-1	2	0
10	-4	4	11	2
11	7	-1	-4	2
12	0	0	-5	2
13	-9	5	-14	13
14	-14	2	27*	6
15	2	-3	3	1

Next part; the last three above are carried over.
entry	molecule	M1 PAM parental	CHO-K1 Ca antag	CHRM4 PAM	M1 ag parental	M4 antag
13	C=CCn1c(SCC(=O)c2ccc(Cl)cc2)nnc1-c1ccc2c(c1)OCO2	1	-6	-11	9.4	-15
14	O=C(Nc1ccccc1-c1nc2ccccc2[nH]1)c1ccc(N2C(=O)CCC2=O)cc1	-12	10	-4	1.8	5
15	CC(C)C[C@@H]1NC(=O)N(CCCn2ccnc2)C1=O	-25	7	4	0.4	8
16	COc1ccccc1Nc1c2c(nc3ccc(N)cc13)CCCC2	-20	9	0	0.4	-9
17	O=C(O)c1ccc(N2C(=O)c3cccc4c(C(=O)O)ccc(c34)C2=O)cc1	-13	8	-7	4.4	-1
18	COc1cccc(NC(=O)CCN2C(=O)c3ccccc3Sc3ncccc32)c1	15	-7	-1	0.4	-3
19	C=C(C)CSc1nc2c(cc1C#N)CCC2	-1	-16	-2	0.2	4
20	CC(C)[C@H]1C=C(C(=O)O)O[C@@H](OCCCCO)C1	-11	4	9	-0.3	8
21	CC1(C)C(=O)Nc2ccccc2N1C(=O)COc1cccnc1[N+](=O)[O-]	22	-19	-3	0.5	-1
22	O=C(COc1ccc(Cl)cc1Cl)Nc1ccccc1F	3	-6	-6	1.6	-2
23	CCOc1ccc(NC(=O)CC2C(=O)N(C)C(=S)N2CCCc2ccccc2)cc1 (centres undefined)	26	-12	8	1.1	6
24	COCCn1cnnc1SCC(=O)Nc1ccccc1C(=O)Nc1ccc2c(c1)OCO2	15	-18	8	0.5	0
25	O=C(Nc1ccc(S(=O)(=O)Nc2nccs2)cc1)c1cccc(S(=O)(=O)N2CCOCC2)c1	11	-14	7	0.5	-11
26	Nc1nonc1-n1nnc(C(=O)N/N=C/c2cccnc2)c1-c1ccccc1	0	-8	-2	3.1	-7
27	CCOCCOc1cccc(C(=O)NC(c2ccccc2)c2ccccc2)c1	20	-14	0	0.9	-6
28	Cc1cccc(OCC(O)CN2CCOCC2)c1 (centres undefined)	15	-7	4	0.5	-2
29	COc1ccc(Oc2ncc(CN3CCN(c4ccccc4)CC3)s2)cc1	8	-7	-3	0.2	-8
30	NC(=O)N(N)c1nc(N2CCCC2)nc(N2CCCC2)n1	-3	5	5	-0.2	6

entry	CHRM5 PAM	CHRM5 agonist	M5 antag	CHRM4 agonist
13	-9	5	-14	13
14	-14	2	27*	6
15	2	-3	3	1
16	9	-11	-1	1
17	-2	0	8	14
18	-5	-2	8	1
19	2	-16	-6	-1
20	2	0	10	1
21	2	1	8	0
22	1	3	5	7
23	0	-1	2	1
24	8	-7	-1	2
25	9	-8	4	1
26	1	5	2	5
27	-4	0	4	0
28	-2	3	6	1
29	1	-5	-12	1
30	0	3	13	1

Additional structures follow.
entry	molecule	M1 PAM parental	CHO-K1 Ca antag	CHRM4 PAM	M1 ag parental	M4 antag
31	Cc1cc2nc(-c3ccc(NC(=O)c4cccnc4)cc3)oc2cc1C	6	5	-3	0.6	9
32	O=C(OCc1nnc(-c2ccccc2)o1)c1ccc2c(c1)C(=O)N(CCc1ccccc1)C2=O	8	-8	2	0.0	-2
33	O=C(NCc1cccnc1)C1CCN(S(=O)(=O)N2CCOCC2)CC1	-4	-23	-8	0.3	-8
34	OCC1(CO)CC2(C1)CC(CO)(CO)C2	20	-13	2	0.6	6
35	CCCCc1cc(=O)oc2cc(C)cc(OC(C)C(=O)NCc3ccncc3)c12 (centres undefined)	9	-3	1	1.9	3
36	COc1cc(CNC(=O)c2cc(-c3cc(F)ccc3OC(C)C)n[nH]2)cc(OC)c1	5	-7	-8	2.8	12
37	Cc1c(Cl)cccc1NC(=O)NCc1cccnc1	-9	0	-6	0.1	11
38	CCOC(=O)c1sc(NC(=O)CCCCCN2C(=O)c3cccc4cccc(c34)C2=O)nc1C	24	-4	-8	0.3	9
39	CC(=O)Nc1cccc2c1C(=O)NC2=O	20	-13	0	0.4	-5
40	O=C1C=C(c2ccccc2)C[C@H](c2cccs2)[C@H]1n1nnc([N+](=O)[O-])n1	13	-11	0	0.0	-3
41	O=c1cc(O)c(-c2ccc(Cl)c(Cl)c2)c(Cl)[nH]1	-7	-2	6	0.2	-8
42	COc1ccc(CCNC(=S)NCCc2ccc(OC)c(OC)c2)cc1OC	19&5	-12&1	1&-1	5.9&2.4	-20&-10
43	COCCNC(=O)CSc1nnc(-c2ccccc2)c(-c2ccccc2)n1	8	-18	3	0.3	-5
44	COc1ccc(Nc2oc(-c3ccc(Cl)cc3)nc2C#N)cc1	9	-17	1	0.8	-6
45	COCCCn1c(-c2ccco2)nc2ccccc2c1=O	15	-5	15	0.5	-6

entry	CHRM5 PAM	CHRM5 agonist	M5 antag	CHRM4 agonist
31	-2	6	-1	4
32	-8	-4	5	1
33	10	0	-7	1
34	-9	6	11	0
35	4	-1	-13	2
36	-7	-1	15	10
37	-7	-6	23	0
38	7	2	-10	0
39	0	-4	-4	1
40	-2	-6	-2	2
41	13	-5	8	0
42	-4&-4	4&-2	-2&10	9&6
43	4	2	1	0
44	6	-7	-4	0
45	6	-6	2	2

Full records as entered above. Order of screens: M1 PAM parental, CHO-K1 Ca antag, CHRM4 PAM, M1 ag parental, M4 antag, CHRM5 PAM, CHRM5 agonist, M5 antag, CHRM4 agonist
COCCn1c(Cc2cccn2C)nnc1SCC(=O)NCc1ccc2c(c1)OCO2 reads 14, -9, 3, 0.3, 5, -7, -1, 11, 1
COC(=O)CSc1nnc(CNS(=O)(=O)c2ccc(C)cc2)n1C reads 13, -4, -1, 0.3, -8, -3, -1, 2, 0

(continued)
entry	molecule	M1 PAM parental	CHO-K1 Ca antag	CHRM4 PAM	M1 ag parental	M4 antag
46	CCOC(=O)C1(Cc2ccccc2C(F)(F)F)CCN(Cc2ccc(COC)o2)CC1	-12	17	-3	4.3	5
47	O=C(COC(=O)c1ccccc1[N+](=O)[O-])Nc1nnc(-c2ccccc2)o1	8	-1	-6	0.3	-5
48	Cc1cn(CCC(=O)Nc2ccccc2N2CCOCC2)c2ccccc12	-8	14	9	0.6	-15
49	COc1ccc(/C(O)=C2/C(=O)C(=O)N(CC3CCCO3)C2c2ccc(OC)c(OC)c2)cc1 (centres undefined)	8	-3	3	0.1	4
50	CCCC(C(=O)NC1CCCC1)N(C(=O)c1snc(C(N)=O)c1N)c1ccc(F)cc1 (centres undefined)	-5	-15	5	-0.7	0
51	CCN(CC(=O)Nc1c(F)cccc1F)C(=O)c1cccc(-n2cnnn2)c1	-14	-6	2	1.7	-5
52	COc1cccc(N2C(=O)CC(N3CCc4ccccc43)C2=O)c1 (centres undefined)	-3	-4	-7	0.3	6
53	COc1ccc(Cl)cc1NC(=O)CNC(c1ccccc1)c1ccccc1	7	-4	-7	-0.9	-5
54	Cc1ccccc1CN(C)C(=O)COC(=O)c1ccc2[nH]c(C)c(C)c2c1	-20	5	-4	-0.2	0
55	O=C(CSc1ncnc2c1oc1ccccc12)Nc1ccccc1F	14	-4	9	0.4	-14
56	CC(O)(c1ccc(F)c(F)c1)c1nc(-c2ccncc2)cs1 (centres undefined)	-13	13	-2	5.2	6
57	CCOc1ccccc1NC(=O)CSc1nnc(-c2ccccn2)n1Cc1ccco1	22	-3	1	0.4	7
58	O=C1/C(=C/c2ccco2)CCc2ccccc21	24	-8	2	-0.2	2

entry	CHRM5 PAM	CHRM5 agonist	M5 antag	CHRM4 agonist
46	-4	-2	5	9
47	-3	-3	2	0
48	15	1	-16	1
49	-2	-5	-4	2
50	2	0	3	-1
51	-2	3	2	0
52	2	0	-6	2
53	-3	-3	-11	1
54	-11	-2	21	6
55	2	1	0	1
56	-9	1	8	8
57	-1	-1	-1	-2
58	1	-3	1	-2

M5 antag: hit marks shown above
cpd	Structure	CHRM4 PAM	M4 antag	CHRM5 PAM	CHRM5 agonist	M5 antag	CHRM4 agonist
14	O=C(Nc1ccccc1-c1nc2ccccc2[nH]1)c1ccc(N2C(=O)CCC2=O)cc1	-4	5	-14	2	27*	6

Compound activity: PubChem BioAssay, The Scripps Research Institute Molecular Screening Center
